From PubChem
EP2 mod: EP2 receptor (human) modulation. P43116. EP2-expressing cells, cAMP HTRF FRET, PGE2 co-stimulation. induction, % at 25 µM. AID 940. 0.83% of 260,000 active;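 active = compounds whose cAMP rise, as percent of the full-agonist control response, exceeds 60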;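 also: rat C6 glioma line stably carrying human EP2 under a CMV promoter; the protocol text gives 20 µM as final concentration; 100% = response of wells given 1 µM PGE2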
Target sequence (P43116 whole entry, looked up): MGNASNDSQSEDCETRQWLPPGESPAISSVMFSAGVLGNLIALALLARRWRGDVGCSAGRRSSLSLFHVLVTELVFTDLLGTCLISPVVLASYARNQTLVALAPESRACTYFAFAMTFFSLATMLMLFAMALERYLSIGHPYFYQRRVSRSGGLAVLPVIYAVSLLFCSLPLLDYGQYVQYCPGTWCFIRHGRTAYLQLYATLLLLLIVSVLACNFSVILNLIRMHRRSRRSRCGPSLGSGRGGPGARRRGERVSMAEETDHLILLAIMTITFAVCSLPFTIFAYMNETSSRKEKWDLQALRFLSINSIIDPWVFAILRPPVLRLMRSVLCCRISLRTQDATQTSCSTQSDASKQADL
EP2 antag: EP2 receptor (human) inhibition; P43116; C6 glioma cells expressing human EP2, cAMP TR-FRET; cells stimulated with saturating PGE2; inhibition, % at 25 µM; 0.52% of 260,000 active; AID 1422;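 active = percent inhibition above 40 after rounding to a whole number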;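 also: rat C6 glioma host cells with rolipram phosphodiesterase inhibitor present; the protocol text gives 20 µM as final concentration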
RBBP9 inhibitor: inhibitors of human serine hydrolase RBBP9. 0.2% of 220,000 active. inhibition, % at 7.94 µM. recombinant RBBP9, FP-Rh probe fluorescence polarization;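 active = inhibition above the campaign mean of all tested compounds plus 3 SD, cut at about 14% in these data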;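 also: plate controls were DMSO wells with RBBP9 for no effect and wells lacking RBBP9 protein for full effect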
Target sequence (O75884 whole entry, looked up): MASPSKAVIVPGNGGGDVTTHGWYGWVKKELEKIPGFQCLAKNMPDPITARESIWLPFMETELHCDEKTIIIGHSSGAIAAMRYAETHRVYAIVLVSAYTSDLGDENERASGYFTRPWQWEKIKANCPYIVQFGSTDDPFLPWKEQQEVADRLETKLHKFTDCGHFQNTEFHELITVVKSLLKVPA
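Test system: recombinant human RBBP9. Quantity: 2.5 µM RBBP9 dispensing solution, before mixing. Detection: FP readout at 525/598 nm. Reagent: Serine-hydrolase probe FP-Rh, 375 nM pre-mixing. Measure: % inhibition. Control set: DMSO-treated enzyme wells and wells lacking RBBP9. Buffer or medium: Tris-NaCl-Pluronic buffer, pH 8.0. Times: preincubation 30 min plus labeling 45 min at 25 °C.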
Hck-Nef inh: human Hck-Nef kinase inhibition; 0.68% of 220,000 active; Recombinant Hck-YEEI plus Nef, Z-Lyte FRET kinase assay; inhibition, % at 20 µM; P08631;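 active = Hck-Nef kinase inhibition above about 50%, limit read from the data; inactive = inhibition below that limit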;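 also: 0% = DMSO with Hck plus Nef and 100% = Hck alone without Nef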
Target sequence (P08631 whole entry, looked up): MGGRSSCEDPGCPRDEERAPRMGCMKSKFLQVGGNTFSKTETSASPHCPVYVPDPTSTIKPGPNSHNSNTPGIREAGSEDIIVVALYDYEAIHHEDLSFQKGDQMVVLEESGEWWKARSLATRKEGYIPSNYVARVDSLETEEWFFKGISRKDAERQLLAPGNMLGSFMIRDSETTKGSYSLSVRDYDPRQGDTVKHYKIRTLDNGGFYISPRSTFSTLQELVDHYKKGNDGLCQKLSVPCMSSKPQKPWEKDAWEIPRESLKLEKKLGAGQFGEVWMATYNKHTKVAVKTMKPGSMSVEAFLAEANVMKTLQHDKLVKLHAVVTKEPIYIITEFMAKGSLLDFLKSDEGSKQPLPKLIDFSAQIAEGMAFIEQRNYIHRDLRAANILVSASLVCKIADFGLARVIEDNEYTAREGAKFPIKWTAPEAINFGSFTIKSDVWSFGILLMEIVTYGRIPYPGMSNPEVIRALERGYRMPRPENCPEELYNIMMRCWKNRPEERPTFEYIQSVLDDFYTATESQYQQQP
Runt-SMMHC FRET: Runt domain-CBFb-SMMHC interaction inhibition. Q01196+Q13951. Cerulean-Runt/Venus-CBFb-SMMHC FRET ratio 530/480, 1 h. inhibition, % at 20 µM. 0.74% of 220,000 active. AID 1434;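 active = mean inhibition across duplicate retests at 20 µM reaching about 50%, limit read from the data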;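 also: 0% = DMSO wells and 100% = wells with excess untagged CBFb-SMMHC; inhibitors lower the FRET ratio by blocking Runt binding to CBFb-SMMHC; some results filed as inactive read as strong as hits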
L929 necroptosis: L929 zVAD cell death inhibition; L929 zVAD necroptosis rescue, ATP luminescence, 24 h; with zVAD 60 µM; viability rescue, % at 10 µM; 0.38% of 220,000 active; AID 1377;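 active = activation, scaled between plate controls, above about 75%, limit read from the data; inactive = activation under that limit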;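 also: 0% = zVAD with DMSO and 100% = DMSO alone without zVAD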
TNF death inh: TNF-alpha cell death inhibition in Jurkat FADD-/- cells. Jurkat FADD-/- TNF necroptosis rescue, ATP luminescence, 24 h; 0 = TNF only, 100 = no-TNF cells. activation (protection from cell death), % at 10 µM. 0.068% of 220,000 active. AID 463075;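 active = activation, meaning protection from cell death, of at least 50% relative to plate controls; inactive = activation below 50%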;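 also: necroptosis triggered by 40 ng/mL TNF-alpha added together with compound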
PERK inh: human PERK inhibition, primary cell-based screen; CHO PERK-DD fusion, SEAP luminescence translation reporter; 0.17% of 220,000 active; AID 1416; inhibition, % at 5.6 µM;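 active = inhibition above the mean inhibition of all tested compounds plus 3 SD, set separately per screening campaign, cut at about 2.9% in these data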;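 also: PERK kinase domain activated by AP20187 dimerizer at 100 nM; 0% = DMSO with dimerizer and 100% = rapamycin at 8.4 µM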
Runt-CBFb FRET: Runt domain-CBFb interaction inhibition. Q01196+Q13951. Cerulean-Runt/Venus-CBFb FRET ratio 530/480, 1 h. inhibition, % at 20 µM. 0.46% of 220,000 active;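 active = inhibition over about 50% at 20 µM in the single-dose screen, limit read from the data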;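 also: 0% = DMSO wells and 100% = excess unlabeled CBFb competitor control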
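System: Cerulean-labeled Runt domain protein | Quantity: 100 nM of each labeled protein | Schedule: 1 h compound exposure, room temperature | Detection: Fluorescence energy transfer, 422 nm excitation, 530/480 nm emission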
Active calls of the source: *; x = no result given; & = joins results of further samples. Only part of the results is shown. The share of hits here may be higher or lower than overall.

Start of the data: the first five entries as a preview:
SMILES	EP2 mod	EP2 antag	RBBP9 inhibitor	Hck-Nef inh	Runt-SMMHC FRET	L929 necroptosis	TNF death inh	PERK inh	Runt-CBFb FRET
O=C(Nc1cc(C(F)(F)F)ccc1N1CCCC1)c1ccc2c(c1)OCO2	22.8	7.4	-5.1	3.6	5.6	1.0	1.0	-0.1	-2.3
O=C(NCc1nc(-c2ccc(C(F)(F)F)cc2)no1)Nc1ccc(F)cc1F	-1.4	5.7	-6.0	14.0	-1.1	0.1	4.1	0.9	-0.1
O=C(COC(=O)/C=C/c1cccc(Cl)c1)NCCc1ccc(Cl)cc1Cl	9.1	3.7	-9.7	1.3	-4.4	0.2	1.0	0.1	-1.5
CCOc1ccccc1Nc1cc(C)nc2nc(C)nn12	7.1	6.0	-1.1	6.8	23.7	1.8	-2.8	0.9	-1.4
COc1ccc(Br)cc1S(=O)(=O)NNC(=O)c1c(C)nc2ccccn12	-7.9	2.5	1.5	22.1	3.4	12.0	-0.2	0.5	-0.3

The listing, from the first entry:
SMILES	EP2 mod	EP2 antag	RBBP9 inhibitor	Hck-Nef inh	Runt-SMMHC FRET	L929 necroptosis	TNF death inh	PERK inh	Runt-CBFb FRET
O=C(Nc1cc(C(F)(F)F)ccc1N1CCCC1)c1ccc2c(c1)OCO2	22.8	7.4	-5.1	3.6	5.6	1.0	1.0	-0.1	-2.3
O=C(NCc1nc(-c2ccc(C(F)(F)F)cc2)no1)Nc1ccc(F)cc1F	-1.4	5.7	-6.0	14.0	-1.1	0.1	4.1	0.9	-0.1
O=C(COC(=O)/C=C/c1cccc(Cl)c1)NCCc1ccc(Cl)cc1Cl	9.1	3.7	-9.7	1.3	-4.4	0.2	1.0	0.1	-1.5
CCOc1ccccc1Nc1cc(C)nc2nc(C)nn12	7.1	6.0	-1.1	6.8	23.7	1.8	-2.8	0.9	-1.4
COc1ccc(Br)cc1S(=O)(=O)NNC(=O)c1c(C)nc2ccccn12	-7.9	2.5	1.5	22.1	3.4	12.0	-0.2	0.5	-0.3
CCC1(C)Cc2c(sc3[nH]c(=O)[nH]c(=O)c23)CS1 (stereo not drawn)	15.5	11.8	3.8	0.4	x	0.7	0.7	1.5	56.7*
COc1ccccc1NC(=O)Cc1noc(CSc2nnc(C(F)(F)F)n2C)n1	-19.9	5.5	-1.4	20.0	-1.9	0.2	-0.7	0.2	1.6
CC(=O)N1CCN(c2ccc(S(C)(=O)=O)cc2[N+](=O)[O-])CC1	-15.5	3.6	-12.6	13.0	2.5	1.4	1.2	-0.1	0.4
CC1CCN(S(=O)(=O)c2cccc(C(=O)NCc3cccs3)c2)CC1	-13.4	11.3	-0.2	8.3	0.8	2.9	0.0	0.6	0.3
CC(=O)c1cc2c(cc1NC(=O)CN1CCCCCCC1)OCO2	26.4	1.1	-6.3	0.5	-0.8	0.0	-0.7	-0.8	-0.6
NC(=O)CC(NC(=O)Cc1ccc(Br)cc1)c1ccc(NCC2CC2)c([N+](=O)[O-])c1 (stereo not drawn)	-1.2	6.4	x	16.2	-9.0	2.9	2.2	x	-4.8
CCOC(=O)c1ccccc1NC(=S)N1CC(C)CC(C)C1 (stereo not drawn)	35.2	10.5	4.2	1.1	-0.6	-0.4	1.3	1.0	-0.4
CCOC(=O)CN1C(=O)N[C@H](c2ccc(Br)cc2)C(C(C)=O)=C1C	32.3	0.5	-17.8	-5.8	2.3	1.3	1.2	-0.1	-0.6
CC(C)N1C(=O)C2C(C(=O)NCc3ccccc3)C3C=CC2(O3)C1C(=O)NC(C)(C)C (stereo not drawn)	4.2	6.6	-3.0	-1.1	-1.7	-0.3	-1.6	0.0	-0.6
CCN(CC(=O)NC(=O)NC1CCCCC1)Cc1nc2ccccc2c(=O)[nH]1	-9.2	9.1	7.6	0.1	-1.2	1.0	2.7	-0.7	-0.6
Cc1ccccc1-c1nc(CN2CCC(C(=O)NCCCN3CC(C)CC(C)C3)CC2)c(C)o1 (stereo not drawn)	-14.7	2.1	-2.0	-1.0	8.1	9.2	-10.4	-1.5	-3.2
CCCCCC1=CCC/C1=N\NC(=O)c1ccc2c(c1)OCO2	23.4	6.2	-7.3	21.6	-7.3	3.3	-1.6	1.1	-2.5
CC(=O)c1sc(NC(=O)c2ccccc2F)nc1C	22.7	17.1	4.2	0.5	2.3	0.0	-1.6	-0.3	-0.8
CCN(CC(=O)NC(C)(C)C)C(=O)C(c1ccccc1)c1ccccc1	19.1	7.2	-2.9	-22.2	-0.4	-0.6	-0.7	-0.2	-1.7
COC(=O)c1ccccc1NC(=O)c1nc2nc(C)cc(C)n2n1	-2.2	13.4	-7.0	-0.3	-0.3	0.2	-1.6	-0.6	0.0
CCC(C)NC(=O)CSc1nc2ccccc2c(=O)n1Cc1ccc(OC)cc1 (stereo not drawn)	50.2	4.8	-6.1	9.8	1.3	-0.6	0.6	-2.2	-1.1
COC(=O)c1ccccc1NC(=O)Nc1ccc(Br)cn1	8.1	4.4	-8.2	20.5	-3.8	-0.9	0.9	0.8	-0.2
CC(=O)Nc1cccc(/C(C)=N/NC(=O)c2ccc(CN3CCOCC3)cc2)c1	-5.4	10.6	8.6	20.0	-1.6	3.7	1.8	0.9	-1.0
C/C(=N\NC(=O)c1cccc(F)c1)c1ccc(Br)s1	1.4	5.8	-2.0	0.2	-3.9	4.4	-13.7	0.0	-0.7
Cc1nc(C)c(C(=O)NNC(=O)Nc2ccc(Cl)cc2)s1	-17.3	7.4	0.1	3.5	-2.6	7.8	2.3	0.9	2.1
The results go on:
SMILES	EP2 mod	EP2 antag	RBBP9 inhibitor	Hck-Nef inh	Runt-SMMHC FRET	L929 necroptosis	TNF death inh	PERK inh	Runt-CBFb FRET
O=C(Oc1ccccc1)c1ccc2nsnc2c1	18.1	12.2	-0.9	15.9	0.3	0.8	0.3	-0.1	-3.8
COc1cc2[nH]c(=O)n(CCCCCC(=O)NCCc3c[nH]c4ccccc34)c(=O)c2cc1OC	-85.0	9.7	-2.6	2.7	0.4	-0.1	-4.0	-0.2	-0.3
CCCCC(=O)Nc1nc(C)c(-c2csc(Nc3cc(OC)ccc3OC)n2)s1	21.9	12.5	-1.7	-0.9	1.9	10.0	-15.6	-1.2	5.8
NNC(=O)CS(=O)(=O)CS(=O)(=O)CC(=O)NN	25.4	2.7	-25.5	17.3	-0.1	0.2	1.4	0.5	2.6
CNS(=O)(=O)c1ccc2c(c1)oc(=O)c1cc(S(=O)(=O)NC)ccc12	-10.9	4.6	-6.1	19.0	10.4	2.0	0.5	0.8	1.5
CCc1ccc(-n2c(SCC(=O)N3Cc4ccccc4CC3C(=O)O)nnc2-c2ccncc2)cc1 (stereo not drawn)	12.5	11.0	-5.1	-0.7	-4.9	0.8	2.5	3.4*	1.8
COc1ccccc1C1CC(c2cccs2)=Nc2ccccc2S1 (stereo not drawn)	42.5	28.5	-5.5	-2.3	5.3	-0.7	-2.9	-0.4	33.0
Cc1ccc(S(=O)(=O)N2CCCC2C(=O)n2nc(C)cc2C)cc1 (stereo not drawn)	27.1	x	-1.0	0.3	1.9	0.8	-1.6	0.1	0.5
O=C1Nc2ccccc2N(O)N1c1ccc(S(=O)(=O)N2CCCCCC2)cc1	12.5	5.7	-10.8	0.5	-0.8	0.1	0.8	0.3	-0.2
CCOC(=O)c1cnc(-c2ccccc2)nc1C(F)(F)F	18.1	4.1	-5.0	19.7	2.7	1.4	-0.3	-0.4	-1.5
COc1ccc(-c2cn3cc([N+](=O)[O-])ccc3n2)cc1OC	-74.8	10.3	-7.7	27.2	1.3	5.4	1.0	0.0	-0.4
Cc1ccc(Nc2nc(N)nc(CSc3nccn3C)n2)c(C)c1	14.4	18.3	-11.2	4.8	-6.9	-0.1	-1.8	-0.6	-0.9
CCn1c(=N)c(S(=O)(=O)c2ccc(C)cc2)cc2c(=O)n3ccccc3nc21	33.8	4.0	-9.3	14.4	x	0.9	1.9	0.2	x
Cc1cccc(NC(=O)C2CC(=O)n3ncnc3N2)c1 (stereo not drawn)	20.4	6.2	-7.1	17.7	0.6	0.4	2.2	0.5	-2.6
NC(=O)c1c(NC(=O)C2c3ccccc3Oc3ccccc32)sc2c1CCCCC2	5.1	10.9	-13.9	5.5	-11.7	2.2	2.8	0.0	0.0
O=S(=O)(Nc1ccc(N2CCCCC2)cc1)c1ccccc1	2.2	9.7	-7.0	8.1	2.4	1.5	1.9	0.7	21.3
COCCn1c(C)cc(C(=O)CSc2n[nH]c(N)n2)c1C	3.2	9.7	-8.7	13.6	20.4	0.6	-1.7	1.0	39.4
CCCNS(=O)(=O)c1ccc(OCC(=O)NCc2ccc3c(c2)OCO3)cc1	-12.8&-28.8	10.2&6.2	-3.6	-0.4	-1.3	0.2	1.7	0.0	-1.7
N#CCSc1nnc(-c2ccccc2)c(-c2ccccc2)n1	50.4	6.2	-1.5	-0.6	1.6	-0.4	-1.2	-0.1	1.8
CCC1CCCCN1C(=O)COc1ccc(F)cc1 (stereo not drawn)	-36.2&-19.6	12.8&3.3	-10.9	14.4	0.4	0.8	1.6	-0.2	-0.8
C=CCN=C1SC(CC)C(=O)N1S(=O)(=O)c1ccc(C)cc1 (stereo not drawn)	-0.9	17.7	-0.5	1.4	-2.8	1.3	-0.6	0.2	-2.0
CC(=O)C1=C(C)NC2=C(C(=O)CC(C)(C)C2)C1C (stereo not drawn)	-2.5	2.3	-9.8	16.3	8.0	0.9	2.9	-0.1	7.0
CSc1cccc(NC(=O)c2nnn(Cc3ccccc3)c2N)c1	-47.3	5.7	-10.6	1.3	1.5	1.1	2.7	-0.1	0.6
Cc1ccc(C2=[N+]([O-])C3(CCCCC/C3=N\NC(N)=S)N(O)C2(C)C)o1 (stereo not drawn)	3.2	x	-3.8	-20.0	-0.6	-0.5	-0.4	-0.4	1.6
NS(=O)(=O)c1ccc(CCNC(=O)c2ccc3c(c2)OCCO3)cc1	12.8	2.1	-2.0	-1.6	-3.3	0.1	-0.4	1.4	0.9
O=S(=O)(NCC(Nc1ccccc1)c1ccccc1)c1ccc(Cl)cc1 (stereo not drawn)	46.5	0.7	-11.4	1.7	4.0	0.0	1.7	-0.5	-0.8
O=C1N=C(N2CCOCC2)S/C1=C\c1ccc(-c2ccccc2Cl)o1	9.7	11.0	-2.5	6.6	-85.1	13.4	2.0	1.3	-7.2
Cc1cccc(N2CSC3=C(C#N)C(c4ccc(C)o4)CC(=O)N3C2)c1 (stereo not drawn)	18.2	9.9	-1.4	80.1*	19.4	-0.4	-2.9	0.5	23.4

Sorted by value in PERK inh (smallest number first): 4 of the compounds above.
molecule	PERK inh
CCCCC(=O)Nc1nc(C)c(-c2csc(Nc3cc(OC)ccc3OC)n2)s1	-1.2
CCC1CCCCN1C(=O)COc1ccc(F)cc1 (stereo not drawn)	-0.2
COc1ccc(-c2cn3cc([N+](=O)[O-])ccc3n2)cc1OC	0.0
C=CCN=C1SC(CC)C(=O)N1S(=O)(=O)c1ccc(C)cc1 (stereo not drawn)	0.2
